Compound activity deposited in PubChem by several laboratories.
sEH act: activators of human soluble epoxide hydrolase. P34913. purified human sEH enzymatic activity, activator screen. activation, % at 2 µM. hit rate 0.04% among 91,000. AID 717; in the data active means activation above about 37%; further: values of inactives mirror those of a sister screen read the other way
Target sequence (P34913 whole entry, looked up): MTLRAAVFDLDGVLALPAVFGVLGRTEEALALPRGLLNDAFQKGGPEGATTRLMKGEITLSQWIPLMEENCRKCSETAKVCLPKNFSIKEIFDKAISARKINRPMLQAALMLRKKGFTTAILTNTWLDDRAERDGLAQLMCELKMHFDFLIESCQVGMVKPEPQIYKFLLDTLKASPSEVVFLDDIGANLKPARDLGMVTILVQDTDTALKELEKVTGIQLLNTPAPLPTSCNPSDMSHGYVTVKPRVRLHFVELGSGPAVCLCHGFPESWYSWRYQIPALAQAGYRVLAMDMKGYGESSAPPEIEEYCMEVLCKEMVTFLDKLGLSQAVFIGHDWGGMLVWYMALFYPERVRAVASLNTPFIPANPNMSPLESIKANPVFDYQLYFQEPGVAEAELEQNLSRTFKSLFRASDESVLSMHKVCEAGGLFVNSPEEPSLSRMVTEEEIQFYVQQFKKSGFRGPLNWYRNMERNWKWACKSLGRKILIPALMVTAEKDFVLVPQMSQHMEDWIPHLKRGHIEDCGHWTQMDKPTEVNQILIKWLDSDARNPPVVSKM
S1P2 agonist: agonists of human S1P2 receptor; O95136; S1P2-expressing cell line, agonist reporter read-out; activation, % at 4.5 µM; hit rate 0.46% among 97,000; AID 729; in the data active means activation above about 16%;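 further: 0% = vehicle low control and 100% = maximal reference agonist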
Target sequence (O95136 whole entry, looked up): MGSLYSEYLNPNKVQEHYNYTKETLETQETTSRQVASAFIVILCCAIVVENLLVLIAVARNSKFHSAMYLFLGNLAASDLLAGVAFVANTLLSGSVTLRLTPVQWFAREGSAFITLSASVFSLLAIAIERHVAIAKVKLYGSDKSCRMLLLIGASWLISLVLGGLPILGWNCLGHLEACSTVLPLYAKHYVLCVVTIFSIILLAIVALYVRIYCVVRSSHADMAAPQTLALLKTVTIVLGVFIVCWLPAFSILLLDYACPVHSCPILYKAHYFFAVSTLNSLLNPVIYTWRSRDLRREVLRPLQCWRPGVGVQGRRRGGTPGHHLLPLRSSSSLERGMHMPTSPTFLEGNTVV
S1P2 antag: blocks the human S1P2 receptor; AID 736; hit rate 0.21% among 97,000; inhibition, % at 5 µM; cell-based S1P2 antagonist assay, inhibition at 5 uM; O95136; in the data active means inhibition above about 45%;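 further: CRE beta-lactamase reporter cells expressing human S1P2 stimulated with S1P; 0% = agonist at EC80 alone and 100% = agonist plus reference antagonist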
CYP2C19 inh: inhibitors of human CYP2C19 | inhibition, % at 5 µM | P33261 | hit rate 21% among 96,000 | AID 778 | CYP2C19 Supersomes, luciferin-H EGE luminescence, 30 min;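 active means CYP2C19 inhibition above a set limit at 5 µM in the primary screen, cut at about 50% in these data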;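 further: plate controls were negative control wells for no effect and 2.5 mM tranylcypromine positive control for full effect; values of inactives mirror those of a sister screen read the other way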
DAT uptake mod: changed human dopamine transporter uptake under cocaine IC80; Q01959; LLC-PK1 hDAT cells, [14C]-dopamine uptake with cocaine IC80; actives deviate in either direction; B-score at 10 µM; hit rate 1.3% among 110,000; AID 449768;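 active means Z score or B-score, a plate-position-corrected score, falls beyond the plate's 99.7% confidence bounds, in either direction; inactive means both scores lie inside the 99.7% bounds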;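 further: scored against the spread of the other compound wells on the same plate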
CYP2C19 act: increases human CYP2C19 enzyme activity; recombinant CYP2C19, luciferin-H EGE luminescence; hits give high values; 0 = fully inhibited enzyme, 1 = untreated enzyme; activation factor at 5 µM; 96,000 tested, under 10 active;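 active means activation factor of at least 2 at 5 µM in the primary screen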;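 further: 0 = wells with 2.5 mM tranylcypromine and 1 = vehicle-only wells; values of inactives mirror those of a sister screen read the other way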
PostGolgi ctrl: growth of the yeast control strain, post-Golgi counter-screen. efflux-deficient yeast background strain, growth absorbance A615, 16 h. inhibition, % at 10 µM. hit rate 5% among 98,000. AID 738
sEH inhibitor: blocks human soluble epoxide hydrolase activity; hit rate 0.34% among 91,000; AID 707; inhibition, % at 2 µM; recombinant human sEH enzymatic activity assay; P34913; in the data active means inhibition above about 80%; further: values of inactives mirror those of a sister screen read the other way; many of its hits are not listed in these tables
PostGolgi yeast: growth inhibition of a yeast mutant, post-Golgi transport screen; post-Golgi transport phenotypic cell assay; inhibition, % at 10 µM; hit rate 0.9% among 98,000; AID 739;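 further: yeast cells grown in 1536-well plates; yeast grown about 18 h at 30C before absorbance read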
Starred values were filed as active, the others as inactive; x = no result given. Unless noted, no stated cut-off is given here; in the data, active means inhibition above about 30%; inactive means the rest.

Molecule,sEH act,S1P2 agonist,S1P2 antag,CYP2C19 inh,DAT uptake mod,CYP2C19 act,PostGolgi ctrl,sEH inhibitor,PostGolgi yeast
COc1ccccc1NS(=O)(=O)c1cccc2cccnc12,x,x,x,70*,1.2,0.3,9,x,-2
Cc1cc(N2C(=O)C(O)=C(C(=O)c3ccco3)C2c2ccc(O)cc2)no1 (centres undefined),-16,-3,7,-9,x,1.1,1,16,-12
COc1cc(C(=O)O)ccc1OCc1c(C)noc1C,-8,-4,-4,-21,-1.8,1.2,8,10,5
COc1ccc(C(=O)c2ccc(N3CCN(C(=O)c4ccc(F)cc4)CC3)c(F)c2)cc1Br,26,0,-2,66*,0.36,0.3,26,-26,-4
O=C1C2C3c4ccccc4C(c4ccccc43)C2C(=O)N1/N=C/c1cccc(O)c1 (centres undefined),2,-6,-19,33,0.99,0.7,-5,-4,-3
COC(=O)c1cc(COc2ccc3ccc(=O)oc3c2)c(C)o1,-16,-2,10,17,0.029,0.8,5,18,7
Cc1oc(-c2ccccc2F)nc1CS(=O)(=O)CC(=O)NCCCN1CCc2ccccc2C1,-3,-5,7,4,-0.092,1,6,3,18
CN(C)C(=O)c1ccc2c(c1)n(C)c(=O)n2C,-5,-1,1,x,-0.11,x,x,8,x
Cc1ccccc1N=C1NC(=O)CC(c2ccccc2)S1 (centres undefined),-6,3,-17,63*,0.35,0.4,13,8,8
COc1cccc(NC(=O)CCC(=O)NCc2ccco2)c1,-5,-4,-9,28,-0.73,0.7,3,6,9
COC(=O)/C=C1\C(=O)N(c2nc3ccc(OC)cc3s2)C(=S)N1c1ccc(F)cc1,-8,-8,-12,12,x,0.9,-1,8,-2
Cc1cc(=O)[nH]c(SCCOc2ccc3c(c2)CCC3)n1,2,-3,3,4,-0.32,1,1,3,4
Nc1c(C(=O)c2ccccc2)oc2ccccc12,11,0,-27,85*,0.12,0.1,2,-10,8
C(=N\Nc1nn[nH]n1)/c1ccccc1,5,-1,8,-2,-0.055,1,-2,-9,-2
CCOC(=O)c1ccc(NS(=O)(=O)N2CCCCCC2)cc1,-5,-3,-9,9,-0.23,0.9,-1,6,-3
CCN(C(C)=O)c1cccc2ccccc12,10,-1,-2,5,-0.16,1,2,-9,3
CCC1SC2=NC(C)=C(C(=O)OCCOC)C(/C=C/c3ccccc3OC)N2C1=O (centres undefined),-5,-2,7,78*,-7.6*,0.2,18,5,9
COc1ccc(Cl)c(Cn2c(NCc3ccccn3)nc3c2c(=O)n(C)c(=O)n3C)c1,-1,-4,-4,-5,-0.77,1.1,3,2,4
O=C1CC(NCc2ccccc2F)C(=O)N1c1ccccc1 (centres undefined),4,0,9,72*,-0.58,0.3,21,-6,3
CCCCc1c(O)nc(SCC(=O)Nc2ccc3c(c2)CCC3)[nH]c1=O,x,x,x,40,0.78,0.6,1,x,4
CCOC(=O)C1CCc2sc(N)c(C#N)c21 (centres undefined),2,-8,-7,10,-1.1,0.9,-2,2,-6
CCOC(=O)C1=C(C)NC(=S)NC1c1ccc(-c2cccc(Cl)c2C)o1 (centres undefined),10,-3,4,22,-8.7*,0.8,-3,-12,-4
CC(=O)c1c(C(C)=O)c(C)n(NC(=O)c2ccccc2Cl)c1C,8,1,9,14,-0.21,0.9,7,-8,-3
COc1cccc(CNC(=O)c2cc3ccccn3n2)c1,15,-4,6,66*,0.37,0.3,-12,-18,-2
COC(=O)CN(c1cccc(C(C)=O)c1)S(C)(=O)=O,x,0,14,3,2.2,1,5,x,-4

Reprinted from the listing (2 entries):
Molecule,sEH act,S1P2 agonist,S1P2 antag,CYP2C19 inh,DAT uptake mod,CYP2C19 act,PostGolgi ctrl,sEH inhibitor,PostGolgi yeast
COc1cccc(CNC(=O)c2cc3ccccn3n2)c1,15,-4,6,66*,0.37,0.3,-12,-18,-2
COC(=O)CN(c1cccc(C(C)=O)c1)S(C)(=O)=O,x,0,14,3,2.2,1,5,x,-4

Going on with the list.
Molecule,sEH act,S1P2 agonist,S1P2 antag,CYP2C19 inh,DAT uptake mod,CYP2C19 act,PostGolgi ctrl,sEH inhibitor,PostGolgi yeast
O=C(c1cccc(F)c1)N1CCN(CC2CC3C=CC2C3)CC1 (centres undefined),-7,-5,4,90*,-0.51,0.1,-1,7,25
CCC(C(=O)N1CCN(S(C)(=O)=O)CC1)c1ccccc1 (centres undefined),-4,-2,0,83*,1.2,0.2,8,7,20
CCNC(=O)CC1C(=O)N(c2ccc(F)cc2)C(=O)N1CCC(C)C (centres undefined),-7,-5,7,11,-0.74,0.9,0,10,16
CCCCOCCCn1cnc2c([nH]c3cc(OC)ccc32)c1=O,2,-6,-10,43,0.27,0.6,4,-3,30
O=Cc1ccc2noc(-c3ccc(F)cc3)c2c1,3,-2,3,39,-0.53,0.6,14,-3,8
Cc1nc(SCC(=O)Nc2cc(C)on2)c2c(C)c(C)sc2n1,3,-3,-8,9,0.46,0.9,-2,-4,-8
CCN(CC(=O)Nc1cccc(OC)c1)C(=O)C1CCN(C(=O)Nc2ccccc2)CC1,6,-3,11,8,-0.0022,0.9,6,-8,-5
O=C(OCC(=O)c1ccc(Cl)cc1Cl)c1ccc2c(c1)C(=O)N(c1cccc3ncccc13)C2=O,2,-4,-14,-14,-1.1,1.1,-2,0,6
O=C(Cc1c[nH]c2ccccc12)Nc1nccs1,-3,1,16,55*,-0.3,0.5,-9,3,-12
O=C(Nc1nnc(-c2ccccc2Cl)o1)c1nc2ccccc2s1,23,-6,44,69*,0.42,0.3,15,-25,-24
CCCSC1=C(C#N)C(c2ccccc2C)C(C(=O)OC)C(=O)N1 (centres undefined),x,x,x,41,-1.4,0.6,11,x,5
O=C(ON=C1CCN(S(=O)(=O)c2ccccc2)CC1)c1ccc(Cl)cc1,0,-3,17,x,0.41,x,14,2,-3
O=C(Nc1ccc(N2CCOCC2)c(Cl)c1)c1c(F)c(F)c(F)c(F)c1F,10,-3,-12,-8,-0.53,1.1,14,-8,-4
CCOCCCNCC(=O)Nc1ccc(OC(F)(F)F)cc1,-4,-1,-11,25,0.67,0.8,-2,6,-7
O=C(CN1C(=O)CCSc2ccccc21)Nc1cccc(F)c1,x,x,x,78*,0.35,0.2,4,x,-8
CCn1c2ccccc2c2cc(/C=N/NC(=O)c3cccc(C)c3)ccc21,-14,-7,-2,20,1.5,0.8,34*,17,-2
COc1ccc(/C(O)=C2/C(=O)C(=O)N(CCCN(C)C)C2c2ccc(Cl)cc2)cc1OC (centres undefined),-1,-3,6,x,-0.013,x,x,-1,x
COC(=O)COc1ccc(S(=O)(=O)NCc2cccnc2)cc1,-7,-6,-3,35,0.42,0.6,9,7,-6
Cc1cc(F)ccc1NCc1ccncc1,x,x,x,82*,-0.036,0.2,8,x,0
COc1cccc(NC(=O)c2ccccc2-c2nc(-c3cccc(C)c3)no2)c1,18,-3,11,36,-0.6,0.6,34*,-21,-3
O=C(NCCN1CCCC1)C1COc2ccccc2O1 (centres undefined),14,-3,-4,23,0.22,0.8,3,-8,-3
O=C(NCCN1CCOCC1)c1cc2ccccc2o1,5,-1,-19,23,1.8,0.8,7,-3,-8
CC1(C)CC2CC(C)(CN2C(=O)COC(=O)c2ccc(Cl)c(N)c2)C1 (centres undefined),-2,-2,-5,47,-0.23,0.5,17,2,-1
CCOc1ccc(N(CC(=O)Nc2ccc3c(c2)OCCO3)S(=O)(=O)c2c(C)noc2C)cc1,x,-7,21,0,-0.44,1,11,x,-9
COc1ccccc1N1CCN(CC(=O)Nc2c(C)n[nH]c2C)CC1,-6,-4,2,x,0.43,x,5,4,-5
CC(=O)N1CCc2cc(C(=O)CN3CCN(C(=O)c4ccco4)CC3)ccc21,x,-1,5,23,-0.65,0.8,0,x,-2
CNc1sc(C(=O)c2ccccc2F)c(N)c1-c1nc2ccccc2s1,6,-4,-5,89*,-0.35,0.1,21,-6,16
O=C(Nc1ccc(SC(F)F)cc1)C1=COCCO1,-30,0,13,4,0.23,1,0,30,-1
c1ccc2sc(-c3ccc4c(c3)OCO4)nc2c1,16,-6,-8,9,0.096,0.9,3,-17,0
CCOC(=O)C1=C(N)Oc2ccc3ccccc3c2C1c1cccnc1 (centres undefined),10,-2,0,x,-0.63,x,x,-5,x
COc1ccc(NC2=NC(=S)N(c3ccccc3C)C23CCCCC3)cc1,-22,-1,-13,41,1.3,0.6,12,24,-4
CC(C)Cc1nc2oc3c(NCC4CCCO4)ncnc3c2c2c1CCC2 (centres undefined),x,-7,35,38,-0.37,0.6,14,x,-8
CC(C)c1nnc(NC(=O)CCN2C(=O)c3ccccc3C2=O)s1,x,-6,-6,5,1.4,1,13,x,-8
CCOC(=O)c1c(NC(=O)CSc2nnc3c(n2)[nH]c2ccccc23)sc2c1CCN(C)C2,-7,-4,-13,x,1.6,x,x,5,x
COc1ccc(C(=O)Nc2cccc(-c3nc4ncccc4o3)c2C)cc1,-3,-11,1,13,1.8,0.9,2,5,-3
c1ccc2c(c1)CCN2CCN1CCc2ccccc21,x,x,x,27,-1.2,0.7,2,x,-3
Cn1c(=O)c2c(nc(CN3CCC(C(N)=O)CC3)n2CCCc2ccccc2)n(C)c1=O,x,-5,3,59*,0.57,0.4,6,x,0
CCn1c(C)cc(/C=C2\NC(=O)N(Cc3ccc(Cl)cc3)C2=O)c1C,27,-3,17,38,0.011,0.6,10,-26,-2
CCN=c1scc(C)n1/N=C/c1ccsc1,6,-4,4,60*,0.98,0.4,3,-6,-1
CCOC(=O)c1ccc(NC(=O)CSc2nnc(-c3cccs3)n2CC)cc1,-1,0,-19,13,-0.69,0.9,11,3,-1
Cc1ccc(NC(=O)CSc2nnc(-c3ccncc3)n2N)cc1C,2,-7,3,29,0.56,0.7,6,0,12
C=CCC(c1ccccc1F)N(CCN1CCOCC1)C(=O)Nc1cccc(Cl)c1 (centres undefined),9,-3,-1,31,0.54,0.7,26,-10,2
COc1cccc(NC(=O)CSCc2n[nH]c(=O)[nH]2)c1,-7,-6,-14,-6,-1.1,1.1,4,7,-2
Cc1cc(C)c(N2C(=NC(=O)CCCC(=O)O)SC3CS(=O)(=O)CC32)c(C)c1 (centres undefined),9,-7,1,-6,-0.29,1.1,-11,-11,3
Cn1c(=O)c2c(-c3ccncc3)c3c(nc2n(C)c1=O)-c1ccccc1C3=O,-1,-4,23,x,x,x,x,1,x
COCCN(C(=O)Nc1ccccc1)c1ccccc1C,-6,-4,6,x,-0.76,x,4,5,10
CCOC(=O)c1cc(-c2ccc(OC)cc2)nc2c1c(C)nn2CCC#N,-4,-6,-25,18,-0.07,0.8,28,4,-7
O=C1c2cccc3c(N4CCCCC4)ccc(c23)C(=O)N1CCO,0,-5,29,27,0.29,0.7,13,2,13
COc1ccc(S(=O)(=O)N(CC(=O)O)c2ccc(C)cc2)cc1,-6,1,4,-2,-0.69,1,10,2,4
CCN(CC)CCOc1nnc(-c2ccc(C)cc2)c2ccccc12,-1,-7,-11,5,0.78,1,3,0,-10

Other entries follow:
Molecule,sEH act,S1P2 agonist,S1P2 antag,CYP2C19 inh,DAT uptake mod,CYP2C19 act,PostGolgi ctrl,sEH inhibitor,PostGolgi yeast
COc1ccc(N2CC(=O)N(c3ccc(OC)c(OC)c3)CC2=O)cc1OC,x,x,x,-2,-0.0099,1,1,x,4
Cc1ccc(CNC(=O)C2CNc3cc(C)ccc3O2)cc1 (centres undefined),8,-5,-8,32,0.91,0.7,6,-9,12
COc1ccc(-c2noc(CCC(=O)Nc3cccnc3)n2)cc1OC,-4,-2,-1,30,0.24,0.7,6,2,2
COc1ccc(C(=O)c2ccc(N3CCOCC3)cc2)c(OC)c1,x,-8,18,34,0.65,0.7,0,x,0
O=c1[nH]c(SCc2cccc(Cl)c2)nc2c1CCCC2,4,-2,7,11,-0.013,0.9,34*,-6,0
O=C(CNC(=O)c1ccco1)OCC(=O)c1ccccc1,2,-4,11,18,x,0.8,-2,-1,3
